# Assay outcomes as filed in PubChem.
# MCF10A rereplic: inducers of DNA re-replication in MCF 10A breast cells. MCF 10A DNA re-replication, Hoechst nuclear intensity, 48 h. Potency, µM (titrated, usually from 46.1 µM), for inactives: at the top dose activity, positive = re-replication, usual class: activators. hit rate 2.9% among 350,000; further: potency means the concentration at half of the fitted maximal effect; % of control where 0% means no effect; nearly all actives have a fitted effect of over 50% in size
# HT1080 IDH1KD tx: HT-1080 IDH1 knockdown cell toxicity (counter line). HT-1080 IDH1 knockdown viability, ATP luminescence, 48 h. Potency, µM (titrated, usually from 46.1 µM), for inactives: at the highest dose activity, negative = toxicity, hits mostly cytotoxic. AID 686971. hit rate 2% among 360,000;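 further: potency means the concentration at half of the fitted maximal effect; 0% = DMSO wells and -100% = cell-free medium wells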
#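 Luminescent ATP read-out (CellTiter-Glo, 10 min at room temperature) after 48 h compound exposure at 37 °C gave viability of IDH1-knockdown HT-1080 cells. Activity was normalised to DMSO and cell-free wells, then fitted as concentration-response curves.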
# ATXN2 expr inh: inhibitors of ATXN2 expression. HEK-293 ATXN2-luciferase reporter, luminescence, 24 h. Potency, µM (series often up to 57 µM), for the others: at the top dose activity change, negative = inhibition, hits mostly inhibitors. hit rate 0.72% among 360,000. AID 1745845; further: potency means the concentration at half of the fitted maximal effect; on the % scale 0 is the no-effect control and ±100 the full control effect; nearly all actives have a fitted effect of over 55% in size
#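 qHTS (up to 57 uM final) was run with 24 h compound exposure of reporter cells at 37 °C. Each well was multiplexed: SteadyGlo luminescence measured ATXN2-luciferase expression after a fluorogenic Gly-Phe-AFC viability readout (25 uM final).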
# IL-1B inflam inh: inhibitors of inflammasome signaling (IL-1 beta secretion); activity change, % at 57.5 µM; THP-1 LPS/ATP IL-1B secretion, AlphaLISA, 16 h; stronger effect = lower value; hit rate 4.7% among 360,000; in the data active means activity change below about -50%; inconclusive means mostly about -30% to -49%; further: on the % scale 0 is the no-effect control and ±100 the full control effect
#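 THP-1 cells pretreated 1 hr with compounds (up to 57.5 uM final), then stimulated with LPS (250 ng/mL final) plus ATP (1.25 mM final); secreted IL-1B measured by AlphaLISA after 16 hr, decreased signal indicating inhibition.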
# SW480 rereplic: DNA re-replication induction in SW480 cells; SW480 DNA re-replication, Hoechst DNA content imaging, 48 h; Potency, µM (top dose mostly 46.1 µM), inactives show at the highest dose re-replication activation, most hits filed as activators; hit rate 1.8% among 340,000; AID 624297; further: potency means the concentration at half of the fitted maximal effect; % of control where 0% means no effect; nearly all actives have a fitted effect of over 55% in size
#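 SW480 cells exposed to compounds for 48 hr at 37 C, 5% CO2, then Hoechst-stained 40 min. Nuclear DNA content imaged by fluorescence scanning (405 nm excitation, 500-530 nm emission); re-replication scored as increased high-intensity nuclei.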
# HT1080-NT tox: kills 2HG-producing HT-1080-NT fibrosarcoma cells | HT-1080-NT fibrosarcoma viability, CellTiter-Glo ATP luminescence, 48 h | Potency, µM (series often up to 46.1 µM), for inactives: at the highest dose activity, negative = less viability, actives largely listed as cytotoxic | hit rate 1.6% among 360,000 | AID 686970;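 further: NT is the 2HG producing partner of a matched IDH1 knockdown line; potency means the concentration at half of the fitted maximal effect; 0% = DMSO-treated cells and -100% = media-only wells without cells; nearly all actives have a fitted effect of over 55% in size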
#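 Fibrosarcoma NT cells, 750 per well in 5% FBS RPMI, were exposed to compound for 48 hours. Viability: CellTiter-Glo luminescence.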
# HepG2 viability: HepG2 cytotoxicity, counter-screen for TGF-b inhibitors | hit rate 0.76% among 410,000 | Potency, µM (top dose mostly 46.1 µM), without a hit: at the top dose activity change, negative = cytotoxicity, hits mostly cytotoxic | HepG2 CAGA-GFP viability, ATP luminescence, 18 h; further: potency means the concentration at half of the fitted maximal effect; some results filed as inactive show a strong effect at the top dose
#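 CellTiter-Glo luminescence gave cytotoxicity after 18 hours at 37 degrees C. The cells were HepG2 CAGA-GFP in 1% FBS DMEM, stimulated with 500 pg/mL TGF-beta after compound addition. %Activity was normalised to no-cell wells (complete cell-killing) and DMSO (no toxicity), and curves were fitted and classified.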
# S2 tox: reduces viability in counter-screen for ATXN expression inhibitors. Potency, µM (series often up to 56.7 µM), most hits filed as cytotoxic. AID 651635. S2 cells (HEK-293 line with an ATXN2-luciferase reporter) viability, CellTiter-Fluor protease fluorescence, 24 h. hit rate 0.49% among 400,000; further: potency means the concentration at half of the fitted maximal effect; nearly all actives have a fitted effect of over 40% in size
# KB-3-1 tox: kills parental KB-3-1 adenocarcinoma cells. KB-3-1 viability, CellTiter-Glo ATP luminescence, 72 h. Potency, µM (doses to about 46.1 µM), for inactives: at the top dose activity change, negative = cytotoxic, usual class: cytotoxic. hit rate 1.4% among 400,000; further: potency means the concentration at half of the fitted maximal effect; on the % scale 0 is the no-effect control and ±100 the full control effect; nearly all actives have a fitted effect of over 60% in size
#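 Cytotoxicity in the drug-sensitive parental line KB-3-1 was scored as loss of CellTiter-Glo luminescence following 72 h incubation with compound. Values come from curve fitting of normalized concentration-response data.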
# An asterisk follows results filed as active; i = inactive; ? = inconclusive; / = no result given; & = joins results of further samples; [ ] = dose if it differs, or a comment. Unless noted, the call rests on the fitted dose curve; in most records, active means well fitted curve in the direction sought with a large enough effect; inconclusive means small, poorly fitted or top-dose-only effect, or another doubt; inactive means no such curve, though single readings can be large; an effect the other way counts as inactive or inconclusive.
SMILES,MCF10A rereplic,HT1080 IDH1KD tx,ATXN2 expr inh,IL-1B inflam inh,SW480 rereplic,HT1080-NT tox,HepG2 viability,S2 tox,KB-3-1 tox
O=C(CCN1C(=O)C2CC=CCC2C1=O)Nc1ccc(S(=O)(=O)N2CCCCC2)cc1 (stereo unspecified),0%,-8%,5%,-4,0%,-3%,3%,i,-8%
C=C(C)CN(CC)C(=O)CSc1ccc(S(=O)(=O)N2CCN(C)CC2)cn1,?,0%,-2%,0,-8%,-2%,-3%,i,-2%
COc1ccc(OCCn2c(C3CC(=O)N(c4ccc(F)cc4)C3)nc3ccccc32)cc1 (stereo unspecified),/,/,?,/,/,/,-8%,?,0%
COc1ccc(N2CCN(Cc3cc(=O)oc4cc(-c5ccccc5)c(O)cc34)CC2)cc1,13%,-17%,?,0,?,-16%,-17%,?,?
CC(C)c1cc(C(=O)N/N=C/C(Br)=C/c2ccccc2)n[nH]1,?,?,/,-78*,?,?,-37%,/,10µM*
COc1ccc(CCNC(=O)C2=CCN(S(=O)(=O)c3ccc(F)cc3)CC2)cc1OC,1%,0%,-9%,-5,-3%,0%,-5%,i,-16%
COc1ccc(/C=N/N=C2\CC3CCC2(C)C3(C)C)cc1O (stereo unspecified),-1%,7%,4%,5,3%,2%,-19%,i,0%
CS(=O)(=O)N1CCc2cc(C(=O)N3CCN(c4ccc(F)cc4)CC3)ccc21,-3%,-2%,0%,-12,-13%,-22%,-10%&-34%,i,-2%&-7%
COC(=O)C1=C(C)NC(=O)C1(NC(=O)c1ccncc1)C(F)(F)F (stereo unspecified),?,4%,/,4,?,-2%,39%,i,0%
O=C(NNC(=O)c1sccc1-n1cccc1)c1cccc(Cl)c1,4%,0%,4%,-1,-6%,2%,-21%,i,1%
CC(=O)Oc1ccc(C(=O)Nc2cc(C)on2)cc1,?,-10%,10%,-8,-29%,-16%,-20%,i,-5%
Oc1c(Br)cc(Br)cc1-c1nc2ccccc2s1,/,/,7%,/,/,/,-9%,i,-10%
NC(=O)c1ccccc1NC(=O)c1ccc(-c2ccc(Br)cc2)o1,/,/,2%,/,/,/,-19%,i,-2%
O=C(NC(=S)Nc1ccccn1)c1ccc([N+](=O)[O-])cc1,0%,0%,44%[activator],0,?,-7%,-13%,i,25%
CC1(C)CC(=O)C(c2ccccc2)(c2ccccc2)C(=O)C1,18%,6%,-22%,0,2%,0%,-15%,i,2%
COCc1ccc(C(=O)NC2CCCc3c2cnn3-c2ccc(C)c(C)c2)o1 (stereo unspecified),6%,1%,?,4,4%,?,-4%,i,-9%
COc1ccc(NS(=O)(=O)c2ccc(NS(=O)(=O)c3ccc(C)cc3)cc2)nn1,15%,6%,6%,34,0%,4%,0%,i,1%
C=CCN1C(=O)/C(=C\c2cccs2)C(C(=O)OC)=C1C,?,-1%,-4%,-16,-5%,-1%,-9%,i,22%
Cc1ccc(Nc2nc(N)nc(CSC(=S)N3CCOCC3)n2)c(C)c1,10%,-7%,68%[activator],?,-48%[inhibitor],0%,-2%,i,1%
COc1ccc(NC2CCCN(C(=O)c3cccc(N4CCNC4=O)c3)C2)cc1 (stereo unspecified),-2%,14%,3%,23,-1%,2%,1%,i,-5%
COC(=O)C1SCC2C(=O)N(Cc3ccccc3)CC(=O)N21 (stereo unspecified),-7%,4%,9%,27,13%,4%,-2%,i,8%
Cc1ccc(NC(=O)c2nc[nH]c2C(=O)N(C)CCO)cc1,/,10%,3%,-18,/,8%,-24%,i,-2%
CCc1c(C)sc(NC(=O)C2CC2c2ccccc2)c1C(N)=O (stereo unspecified),?,-28%,-3%,0,17%,-22%,-21%,i,0%
CCOc1ccc2nc(SCC(=O)c3ccc(Cl)s3)sc2c1,?,-9%,40%[activator],-8,-2%,1%,-3%,i,8%
N=C1C(c2ccccc2)=C(O)CN1NC(=O)c1ccc(Cl)cc1,8%,17%,/,4,-3%,2%,10%,i,-7%
COc1ccc(NC(=O)CN(c2ccc(C)cc2)S(=O)(=O)c2cccc3nonc23)cc1OC,/,/,9%,/,/,/,-25%,?,-4%
CCC(CC)(CC(=O)Nc1cccc(/C=C/c2nc(C3CCC3)cs2)c1)C(=O)O,12%,/,31%[activator],/,-3%,/,/,i,/
COc1ccc(OC)c(S(=O)(=O)Nc2ccccc2SC)c1,-7%,18%,-1%,7,-5%,-2%,0%,i,-3%
Oc1cc2c(cc1C(c1ccc(Cl)c(Cl)c1)N1CCCC1)OCO2 (stereo unspecified),?,?,-33%,-99*,?,?,-39%,?,3%
O=S(=O)(Cc1ccccc1)c1nc2ccccc2n1Cc1ccccn1,-2%,17%,-21%,25,-2%,0%,12%,i,-3%
CCn1nc(C)c([N+](=O)[O-])c1C(=O)NNC(=O)c1ccc(Cl)cc1,?,16%,1%,-13,-7%[9.22 µM],13%,-3%,i,1%
CC1Cc2nc(SCC(=O)NCc3ccco3)n(Cc3ccccc3)c(=O)c2S1 (stereo unspecified),17%,-1%,32%,-20,-2%,0%,-23%,i,1%
CO[C@H]1CN(C)C(=O)c2cc(NS(=O)(=O)c3ccccc3)ccc2OC[C@@H](C)N(Cc2ccccn2)C[C@@H]1C,/,15%,/,-12,/,15%,/,/,11%
CC1(c2nc3ccccc3[nH]2)CCC(=O)N1C1CC1 (stereo unspecified),/,10%,-5%,34,/,27%,-12%,i,0%
CCC1Sc2ccccc2N(CC(=O)NC2CCCC2)C1=O (stereo unspecified),-1%,9%[9.24 µM],19%,0,0%,-22%,-80%,i,16%
COc1ccc2cc3c(N)nn(C(=O)c4ccccc4Cl)c3nc2c1,23%,-9%,-23%,-65*,4.1µM*,?,-26%&-30%,?,?
COc1ccccc1N(CC(=O)NCCSCc1ccccc1)S(=O)(=O)c1ccc(C)cc1,2%,?,?,-19,18%,-16%,6%&-36%,?,?
Cc1ccccc1NC(=O)c1cc2c(=O)n3cccc(C)c3nc2s1,?,20%,-7%,-18,?,23%,-23%,/,12%
CCn1c2ccccc2c2nnc(SCC(=O)NCc3cccs3)nc21,15%,0%,-16%,-24,-1%,-10%,-17%,i,8%
Nc1ccc(Oc2ccc([N+](=O)[O-])cc2[N+](=O)[O-])cc1,3%,?,22%,4,9%,-15%,-9%,i,-15%
C=CCCC(=O)NC1CC(C)(C)Cc2c1cnn2-c1cccc(F)c1 (stereo unspecified),-3%,-8%,-8%,-4,-23%,-2%,-16%,i,0%
C=CCNC(=O)CN1CCC(c2nc3cc(C)c(C)cc3[nH]2)CC1,0%,-9%,-27%,-2,-1%,2%,-3%,i,12%
O=C(COC(=O)/C=C/c1cccc(F)c1)NC1CCCCC1,/,15%,/,0,/,-3%,-17%,i,17%
O=C1CCC(=O)N(O)CCCCCNC(=O)CCC(=O)N(O)CCCCCNC(=O)CCC(=O)N(O)CCCCCN1,-15%,?,?,39,5%,?,21%,i,-2%
O=C(Cn1ncc2c3ccccc3n(Cc3ccccc3F)c2c1=O)NCCCc1ccccc1,/,/,5%,/,/,/,0%,i,-17%

# Fetched one by one from the list above, two records:
SMILES,MCF10A rereplic,HT1080 IDH1KD tx,ATXN2 expr inh,IL-1B inflam inh,SW480 rereplic,HT1080-NT tox,HepG2 viability,S2 tox,KB-3-1 tox
C=CCNC(=O)CN1CCC(c2nc3cc(C)c(C)cc3[nH]2)CC1,0%,-9%,-27%,-2,-1%,2%,-3%,i,12%
O=C1CCC(=O)N(O)CCCCCNC(=O)CCC(=O)N(O)CCCCCNC(=O)CCC(=O)N(O)CCCCCN1,-15%,?,?,39,5%,?,21%,i,-2%

# Carrying on.
SMILES,MCF10A rereplic,HT1080 IDH1KD tx,ATXN2 expr inh,IL-1B inflam inh,SW480 rereplic,HT1080-NT tox,HepG2 viability,S2 tox,KB-3-1 tox
CCCn1nnnc1SCC(=O)N1CCN(C(=O)c2ccco2)CC1,-16%,8%,1%,0,-7%,6%,-1%,i,12%
Cc1cc(C)n2nc(C(=O)Nc3ccn(Cc4ccccc4C)n3)cc2n1,1%,1%,-9%,-22,3%,-3%,3%,i,16%
Cc1cc(=O)oc(C)c1C(=O)NCc1c(F)cc(F)cc1F,0%,-4%,10%,-7,-3%,16%,1%,i,12%
COc1ccccc1CNC(=O)c1cccnc1,-3%,-2%,7%,8,3%,-9%,-1%,i,-14%
CCCC(=O)Nc1nc(-c2ccccc2)c(CC)s1,5%,2%,-21%,-7,-5%,0%,1%,?,1%
O=C(CCCSc1nc2ccccc2s1)NCc1ccco1,27%,-3%,6%,6,-4%,-3%,-16%,i,4%
Cc1cc2oc(=O)cc(CN3CCCCC3C)c2c(C)c1Cl (stereo unspecified),?,1%,12%,25,-10%,0%,-1%,i,-1%
CCN(CC(=O)Nc1c(F)cccc1F)C(=O)Cc1sc(C)nc1-c1ccc(F)cc1,-1%,-6%,-24%,-1,1%,-1%,0%,i,?
NC(=O)C1CCN(C(=O)CSc2nc(O)cc(=O)[nH]2)CC1,8%,2%,-7%,13,-1%,18%,-10%,i,-2%
COc1cc(OC)c(/C=C2\SC(=O)N(CC(=O)Nc3ccccc3F)C2=O)c(OC)c1,?,1%,/,-7,6%,-1%,-78%,i,2%
Cc1cc(NC(=O)COC(=O)c2ccccc2O)no1,-1%,-4%,10%,1,-6%,-2%,-7%,i,4%
COc1ccc(NC(=O)c2cc3c(-c4ccc(OC)c(OC)c4)nn(C)c3s2)cc1OC,18%,?,23%,?,?,?,-24%,i,?
COc1ccc(NC(=O)c2cc(C3CC3)nc3c2c(C)nn3-c2ccccc2)c(OC)c1,/,/,2%,/,/,/,1%,i,-5%
Cc1ccc(C)c(NC(=O)CSc2nc(=O)n(Cc3ccncc3)c3c2CCC3)c1,/,/,6%,/,/,/,-11%,i,-11%
CC(C)(C)c1ccc(C(=O)O/N=C(\N)c2ccccc2)cc1,-3%,2%,/,7,5%,1%,-8%,?,0%
